Compound activity deposited in PubChem by The Scripps Research Institute Molecular Screening Center.
LYPLA1 counter – counter-screen for PME1 inhibitors: inhibitors of human LYPLA1. O75608. recombinant LYPLA1, FP-Rh probe fluorescence polarization. inhibition, % at 5.9 µM. 0.16% of 320,000 active. AID 2174;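 active = inhibition above the mean of all tested compounds plus 3 SD, set per campaign, cut at about 14% in these data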;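 also: inhibitors block serine hydrolase probe labeling of LYPLA1 so polarization falls; 0% = enzyme with DMSO and 100% = wells lacking LYPLA1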
Target sequence (O75608 whole entry, looked up): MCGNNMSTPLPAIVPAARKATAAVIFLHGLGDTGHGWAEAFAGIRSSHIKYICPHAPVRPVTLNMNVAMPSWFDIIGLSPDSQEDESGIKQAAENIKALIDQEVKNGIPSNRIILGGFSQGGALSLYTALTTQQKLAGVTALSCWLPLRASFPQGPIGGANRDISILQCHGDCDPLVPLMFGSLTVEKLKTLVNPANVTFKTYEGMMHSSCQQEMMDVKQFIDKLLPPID
EBNA-1 inhibitor – blocks EBNA-1 binding to DNA; AID 1950; inhibition, % at 14.8 µM; 0.34% of 300,000 active; EBNA-1 DNA binding, fluorescence polarization; in the data active = inhibition above about 28%
pPAFAH FP inh – pPAFAH (human) enzyme inhibition | Q13093 | recombinant pPAFAH, FP-rhodamine probe fluorescence polarization | inhibition, % at 3.39 µM | 1.5% of 330,000 active | AID 463082;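 active = inhibition above the mean inhibition across the screen plus 3 SD, cut at about 25% in these data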;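 also: inhibitors block binding of the rhodamine activity-based probe so polarization drops; 0% = enzyme with DMSO and 100% = wells lacking pPAFAH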
PREPL inhibitor – human PREPL enzyme inhibition; AID 2751; recombinant PREPL, fluorescence polarization activity-based probe; 0.68% of 320,000 active; Q4J6C6; inhibition, % at 5.96 µM; in the data active = inhibition above about 43%;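 also: 0% = enzyme with DMSO and 100% = wells lacking enzyme; many of its hits are not listed in these tables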
PAFAH1B3 FP inh – blocks human PAF acetylhydrolase 1B catalytic subunit 3; recombinant PAFAH1B3, FP-rhodamine probe, fluorescence polarization; inhibition, % at 3.39 µM; 0.28% of 340,000 active;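 active = inhibition above the screen-wide average of all tested compounds plus 3 SD, cut at about 25% in these data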;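 also: 0% = enzyme with DMSO only and 100% = wells lacking PAFAH1B3 protein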
Target sequence (Q15102 whole entry, looked up): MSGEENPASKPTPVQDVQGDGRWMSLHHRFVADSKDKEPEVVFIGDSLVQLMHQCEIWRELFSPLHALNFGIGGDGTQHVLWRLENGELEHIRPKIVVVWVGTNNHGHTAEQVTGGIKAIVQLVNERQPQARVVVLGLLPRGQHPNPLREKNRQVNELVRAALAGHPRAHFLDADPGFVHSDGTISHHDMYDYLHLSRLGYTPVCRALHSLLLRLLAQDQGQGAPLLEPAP
PAFAH1B2 inh – inhibitors of human PAFAH1B2; inhibition, % at 3.39 µM; recombinant PAFAH1B2, FP-rhodamine activity probe, fluorescence polarization; 1.2% of 340,000 active;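 active = inhibition above the mean of all tested compounds plus 3 SD, cut at about 24% in these data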;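 also: 0% = enzyme with DMSO and 100% = wells lacking PAFAH1B2; many of its hits are not listed in these tables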
LYPLA2 inh – LYPLA2 (human) inhibition in PME1 counter-screen. O95372. recombinant LYPLA2, FP-Rh probe fluorescence polarization. inhibition, % at 5.9 µM. 0.38% of 320,000 active. AID 2177;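 active = inhibition above the screen-wide mean plus 3 SD, limit set per campaign, cut at about 26% in these data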;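 also: 0% = LYPLA2 with DMSO and 100% = wells lacking LYPLA2 enzyme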
Target sequence (O95372 whole entry, looked up): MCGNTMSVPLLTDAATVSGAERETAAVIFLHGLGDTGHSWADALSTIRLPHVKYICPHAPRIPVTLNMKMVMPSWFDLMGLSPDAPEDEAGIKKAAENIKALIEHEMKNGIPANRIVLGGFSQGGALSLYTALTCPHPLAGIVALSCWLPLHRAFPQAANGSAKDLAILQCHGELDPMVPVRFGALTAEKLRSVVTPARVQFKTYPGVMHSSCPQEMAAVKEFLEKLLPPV
PAFAH2 inh – inhibitors of human PAFAH2; Q99487; recombinant PAFAH2, FP-rhodamine activity probe, fluorescence polarization; inhibition, % at 3.39 µM; 0.99% of 340,000 active; AID 492956;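 active = inhibition above the mean over all tested compounds plus 3 SD, cut at about 30% in these data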;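 also: inhibitors block probe labeling of enzyme so polarization drops; 0% = enzyme with DMSO and 100% = wells lacking PAFAH2 protein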
ZTA DNA inh – counter-screen for EBNA-1 inhibitors: inhibitors of Epstein-Barr virus ZTA. ZTA-DNA binding, fluorescence polarization. P03206. 0.15% of 320,000 active. AID 2234. inhibition, % at 11 µM; in the data active = inhibition above about 33%
Target sequence (P03206 whole entry, looked up): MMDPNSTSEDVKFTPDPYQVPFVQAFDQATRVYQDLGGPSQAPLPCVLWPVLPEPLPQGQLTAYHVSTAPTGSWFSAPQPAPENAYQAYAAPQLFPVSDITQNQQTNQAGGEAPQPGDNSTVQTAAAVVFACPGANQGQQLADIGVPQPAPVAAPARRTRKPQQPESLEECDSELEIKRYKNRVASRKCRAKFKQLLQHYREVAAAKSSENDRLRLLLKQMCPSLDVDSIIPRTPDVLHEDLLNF
* = called active by the depositor; / = not tested or not shown.

SMILES	LYPLA1 counter	EBNA-1 inhibitor	pPAFAH FP inh	PREPL inhibitor	PAFAH1B3 FP inh	PAFAH1B2 inh	LYPLA2 inh	PAFAH2 inh	ZTA DNA inh
CCn1cc(CNC(=O)c2ccc3nc(Cc4ccc(OC)cc4)oc3c2)cn1	-3.5	2.7	1.7	0.1	7.6	-3.7	-5.0	3.7	-5.1
NN/C(=C\[N+](=O)[O-])Nc1ccc(Cl)cc1	-11.3	-3.2	17.7	4.5	5.1	-4.8	-8.9	0.4	8.3
CCOc1ccccc1N(CC(=O)OC)S(C)(=O)=O	-1.0	6.6	-0.5	-0.6	-2.9	1.6	-1.8	-2.5	-22.0
COc1ccc(-n2nnnc2S(=O)(=O)CC(=O)N2CCCCC2)cc1	-0.3	1.6	8.9	1.8	2.1	7.6	2.1	-0.4	3.1
COCCNc1oc(/C=C/c2ccc(F)cc2)nc1S(=O)(=O)c1ccccc1	-0.8	3.8	2.0	4.3	6.2	0.2	4.2	-4.3	-11.3
CCCC(=O)n1nc(-c2ccccc2)nc1N	3.2	0.3	2.8	22.5	4.1	2.4	7.5	13.1	-6.6
Cc1nonc1N1CCN(Cc2cn[nH]c2-c2ccc(F)cc2F)CC1	4.0	4.8	4.2	1.9	-10.7	1.2	-1.7	-7.0	-4.1
C[C@H](CO)N1C[C@H](C)[C@@H](CN(C)C(=O)Nc2ccc(C(F)(F)F)cc2)Oc2ccc(NS(=O)(=O)c3ccccc3)cc2C1=O	/	/	76.4*	45.6*	0.1	4.3	/	1.6	/
Cc1c(C)n(C)c2ccc(C(=O)NCCCN3CCCC3)cc12	0.4	-7.2	5.8	18.9	0.9	1.4	8.7	1.5	-2.8
Cc1ccc(S(=O)(=O)N(C)c2c(C)ccc(S(N)(=O)=O)c2C)cc1	2.4	1.2	6.4	6.0	8.9	9.6	3.6	-1.3	8.0
CCOC(=O)C1CCCCN1Cc1ccc(OC)c(OC)c1 (stereo unspecified)	0.1	3.7	5.4	-3.2	6.5	0.5	1.0	1.3	33.6*
Cc1nn(C(C)C(=O)NCCc2cccs2)c(=O)c2nn(-c3ccccc3)c(C)c12 (stereo unspecified)	-1.4	6.0	-0.9	10.8	2.2	-0.8	10.3	-1.2	-7.1
Cc1nc(SCC(O)CCl)c([N+](=O)[O-])[nH]1 (stereo unspecified)	7.4	2.8	-5.6	23.8	0.5	4.7	8.8	4.3	-0.8
Cc1ccc2oc(C(=O)NCc3ccc4c(c3)OCO4)c(C)c2c1	-12.8	-4.3	-7.7	3.3	6.3	1.9	-17.0	3.2	-11.2
N#C/C(N)=C(/C#N)N=Cc1cccc(Cl)c1	-3.9	-9.3	1.6	-4.5	7.0	-2.4	1.3	-0.5	-0.9

Some of the entries above in a different format.
| molecule | LYPLA1 counter | EBNA-1 inhibitor | pPAFAH FP inh | PREPL inhibitor | PAFAH1B3 FP inh | PAFAH1B2 inh | LYPLA2 inh | PAFAH2 inh | ZTA DNA inh |
| --- | --- | --- | --- | --- | --- | --- | --- | --- | --- |
| Cc1c(C)n(C)c2ccc(C(=O)NCCCN3CCCC3)cc12 | 0.4 | -7.2 | 5.8 | 18.9 | 0.9 | 1.4 | 8.7 | 1.5 | -2.8 |
| Cc1ccc(S(=O)(=O)N(C)c2c(C)ccc(S(N)(=O)=O)c2C)cc1 | 2.4 | 1.2 | 6.4 | 6.0 | 8.9 | 9.6 | 3.6 | -1.3 | 8.0 |
| CCOC(=O)C1CCCCN1Cc1ccc(OC)c(OC)c1 (stereo unspecified) | 0.1 | 3.7 | 5.4 | -3.2 | 6.5 | 0.5 | 1.0 | 1.3 | 33.6* |

More results:
SMILES	LYPLA1 counter	EBNA-1 inhibitor	pPAFAH FP inh	PREPL inhibitor	PAFAH1B3 FP inh	PAFAH1B2 inh	LYPLA2 inh	PAFAH2 inh	ZTA DNA inh
Cc1ccc(Cn2ncc3c(N4CCN(CC#N)CC4)ncnc32)cc1	1.9	-1.6	-1.9	10.1	2.3	3.1	1.0	-6.2	8.2
CSc1ccc(S(=O)(=O)N(C)Cc2ccccc2)cc1	-1.0	12.3	3.9	-1.4	6.3	4.5	-1.5	-3.1	11.8
O=C1[C@H]2[C@H](C=CC[C@H]2C(=O)N2CCN(c3ccccc3)CC2)CCN1Cc1ccccc1	-1.8	16.4	5.8	-80.1	5.1	0.4	5.5	-1.1	16.1
COc1cccc(C(=O)NNc2c3ccccc3nc3ccccc23)c1	-0.9	-10.4	10.0	0.6	8.2	4.0	-6.5	4.9	-9.5
O=C(O)CSCC(=O)N1CCN(c2cc(C(F)(F)F)nc3ccccc23)CC1	4.2	-6.3	-1.8	-18.9	8.4	-1.4	-0.7	-1.2	-1.6
Cc1ccc(C(C(=O)NC2CCCCC2)N(CC2CCCO2)C(=O)CCCC(=O)Nc2ccccn2)cc1 (stereo unspecified)	1.4	-7.7	4.9	7.6	-2.3	2.2	3.6	-1.0	6.2
O=C(Nc1cccc(S(=O)(=O)N2CCCCC2)c1)c1ccc(Cl)nc1	/	/	-5.3	3.0	2.1	3.6	/	-2.3	/
CCOC(=O)N/N=C/C=C/c1ccccc1	0.2	-0.2	-4.8	0.9	6.1	-2.0	-6.2	6.8	-14.9
COc1cc2c(c(OC)c1OC)CCc1cnoc1-2	1.3	-7.8	6.3	1.4	8.8	2.1	0.4	8.6	8.7
Cc1nn(C)c(C)c1/C=C1/SC(=S)NC1=O	1.1	7.5	-5.3	-0.4	0.7	6.2	4.6	-1.4	-12.8
COc1ccc2oc(C(=O)Nc3nnc(C)s3)c(C)c2c1	-0.2	/	2.0	17.5	2.3	-1.7	1.8	-0.8	7.6
Cc1ncc(C(=O)O)c(C(=O)O)c1N	-1.9	-8.5	2.0	11.5	3.7	3.3	1.3	6.0	-2.0
CCOc1c(C(=O)CC)cc2c(C)cc(=O)oc2c1C	2.3	8.9	3.2	-7.2	5.8	3.4	3.2	3.6	13.5
CC1(c2ccco2)NC(=O)NC1=O (stereo unspecified)	1.2	-21.6	-0.4	-7.2	2.2	1.0	1.0	-2.7	-4.8
Cn1cccc1C(=O)N1CCN(S(=O)(=O)c2ccccc2)CC1	4.2	13.1	3.3	5.9	5.6	3.6	4.0	6.0	7.9
CCOc1ccc(Oc2cc(N)cc([N+](=O)[O-])c2)cc1	-4.3	-2.9	2.5	1.4	1.9	-3.4	4.3	-1.4	7.1
O=C(Nc1ccnn1C1CCN(C2CCC2)CC1)c1ccccc1Cl	-1.4	1.6	4.2	4.1	11.7	3.7	-4.8	-4.8	1.4
COCC(C)NCc1cccc2ccccc12 (stereo unspecified)	-2.5	-0.2	8.0	0.6	5.2	1.3	1.4	-1.8	0.5
O=C(COC(=O)[C@@H]1CCCN1S(=O)(=O)c1ccc(Cl)cc1)NC12CC3CC(CC(C3)C1)C2	1.2	-1.7	6.0	2.1	0.7	11.6	2.9	4.5	-2.4
CCc1nnc(NC(=O)Cn2nc(-c3ccccc3OC)ccc2=O)s1	-1.9	13.4	4.3	15.5	-3.7	-1.8	-0.8	-1.7	-1.3
CCCn1cc(CN2CCC(C(=O)Nc3cccc(-c4cscn4)c3)CC2)c(C)n1	-2.0	-6.5	-6.1	8.1	8.4	3.8	-6.0	10.2	1.9
O=C(Nc1nc(-c2ccccc2)cs1)C1CCCCN1S(=O)(=O)c1ccc(Cl)cc1 (stereo unspecified)	-31.9	-1.3	-24.0	1.5	-22.7	-7.1	-60.4	-37.7	2.0
COc1ccc(C(=O)Nc2nc3ccccc3[nH]2)cc1	1.1	-15.7	2.0	-3.3	8.9	0.0	1.0	-6.3	-8.6
Cc1ccc(C)c(S(=O)(=O)Nc2cc3c4c(c2)CC(=O)N4CCC3)c1	-1.1	-9.1	14.6	19.4	5.8	2.8	-3.7	9.7	5.7
Cc1cccc(NC(=O)NNC(=O)c2ccccn2)c1	/	/	6.0	10.3	5.4	1.5	/	7.0	/
Cc1ccc2nc(/C(C#N)=C/c3ccccc3C(=O)O)[nH]c2c1	-4.1	-2.1	9.0	9.9	4.0	6.9	-6.5	2.0	13.2
O=c1[nH]cnc2ccsc12	2.1	5.0	-0.8	5.7	1.1	4.5	3.2	6.7	0.8
Cc1c(C#N)c2ncn(Cc3ccccc3)c(=O)c2n1-c1ccccc1	-1.6	-1.0	0.1	9.2	0.6	-0.7	-6.9	3.0	-18.0
O=S(=O)(c1ccccc1)c1nc(-c2ccccc2Cl)oc1NCCCN1CCOCC1	/	/	6.3	7.0	5.9	3.5	/	10.5	/
CC(=NC(C)C)C1=C(O)C(C)OC1=O (stereo unspecified)	-0.2	7.3	2.0	1.8	3.3	-1.4	4.5	3.0	-11.1
O=C(NNC(=S)NC(=O)c1cccs1)c1cccnc1	-1.0	-14.7	5.3	-6.2	18.4	5.3	3.1	-4.1	-0.3
Cc1cc(C)c(OCCN(C)Cc2ccccc2)c(Br)c1	-2.1	-1.1	6.9	0.6	2.1	4.2	2.9	-3.4	3.0
C/C(CC(=O)Nc1ccc2ccccc2c1)=N\NC(=O)c1cnccn1	-4.3	4.3	-1.4	3.9	8.8	5.1	-7.4	2.3	0.5
COc1cccc(NC(=O)N2CCCC2C(=O)NC2CCCCC2)c1 (stereo unspecified)	15.1*	4.0	0.3	2.3	4.8	5.9	-2.3	-0.6	2.9
COc1ccc(CN2CCC(n3nccc3NC(=O)CCCc3ccccc3)CC2)cc1C	-6.2	1.2	0.9	13.7	-0.7	4.3	-2.9	3.8	17.8
Cc1cccc(NC(=O)CN2C(=O)N/C(=C/c3ccc(C)s3)C2=O)c1	-13.1	5.2	-4.0	-4.3	-10.4	-5.0	-32.2	-15.2	-7.1
CCOCCN1CCN(C(=O)CN2CCCC2=O)CC1	-1.0	-10.3	-2.3	8.4	-0.5	2.1	0.4	0.5	-17.7
CCSc1nnc(COc2ccccc2)n1CC	-0.8	3.5	2.3	6.0	6.8	1.8	9.9	-0.5	-8.8
Cc1oc(-c2ccc(Cl)cc2)nc1CN1CCCC(C(=O)NCCCN2CCCC2=O)C1 (stereo unspecified)	-6.1	4.0	-4.3	14.1	3.6	6.5	-4.5	1.8	-2.6
Cc1cccc(C)c1NC(=S)N(CCN1CCCCCC1)Cc1ccco1	-3.2	-0.9	4.8	3.5	4.6	1.7	3.3	0.7	-3.0
COCCn1nnnc1C(c1cccc(OC)c1OC)N1CCN(C2CCCCC2)CC1 (stereo unspecified)	-1.4	-3.6	3.7	1.5	-5.3	7.6	-0.9	-4.6	-8.3
Cc1ccc(-c2nc3ccccc3nc2-c2ccccc2)cc1	-3.7	6.2	-3.1	13.2	10.0	0.9	-3.5	0.3	-11.7
CN(Cc1ccccc1)C(=O)c1cc2ccccc2o1	0.8	-8.2	1.5	8.8	1.2	0.0	6.3	5.2	-2.1
O=C(O)Cc1sc(-c2cccnc2)nc1-c1ccc(Br)cc1	-2.1	-6.8	4.2	-5.7	0.2	2.9	-0.9	-2.2	-10.8
[O-]/C(=C(\C(=S)Nc1ccc(Cl)cc1)[n+]1ccccc1)c1ccc(OC(F)F)cc1	-2.7	-4.5	8.1	22.4	2.5	0.4	-0.1	0.6	-0.2
O=C(N=NC(=O)c1ccco1)c1ccc2c(O)n(N3C(=O)c4ccccc4C3=O)c(O)c2c1	2.8	-1.7	-3.3	4.4	9.1	-4.3	-3.0	-9.8	4.0
C#Cc1ccc([C@H]2C=C(C(=O)NCc3ccccc3)O[C@@H](OCc3ccc(CO)cc3)C2)cc1	-10.6	11.6	12.6	4.4	-0.6	-5.6	-16.1	-5.3	16.8
O=C1CC(N2CCN(Cc3ccc4c(c3)OCO4)CC2)C(=O)N1c1cccc(Cl)c1 (stereo unspecified)	2.5	5.0	8.1	-1.5	-8.9	-6.0	-0.3	-1.1	-9.5
CCN(CC)C(=O)Cn1cnc2sc(C)c(S(=O)(=O)N3CCC(C)CC3)c2c1=O	-3.4	-18.0	-0.4	9.1	-1.2	2.3	-2.8	-4.7	4.5

An excerpt. The share of hits here may be higher or lower than overall.
